MITF primary – blocks human microphthalmia-associated transcription factor; 650,000 tested, 0.91% active; inhibition, % at 2.6 µM; O75030; AlphaScreen MITF homodimerization, bead proximity signal; AID 1259374; in the data active = inhibition above about 50%;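 note: 0% = vehicle wells with protein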
GPR151 activ – activates the human receptor GPR151; PathHunter beta-arrestin GPR151 cells, luminescence; activation, % at 11.2 µM; 650,000 tested, 1% active; AID 1508602; in the data active = activation above about 4.9%;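 note: 0% = median of compound wells and 100% = cells with positive control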
Target sequence (Q8TDV0 whole entry, looked up): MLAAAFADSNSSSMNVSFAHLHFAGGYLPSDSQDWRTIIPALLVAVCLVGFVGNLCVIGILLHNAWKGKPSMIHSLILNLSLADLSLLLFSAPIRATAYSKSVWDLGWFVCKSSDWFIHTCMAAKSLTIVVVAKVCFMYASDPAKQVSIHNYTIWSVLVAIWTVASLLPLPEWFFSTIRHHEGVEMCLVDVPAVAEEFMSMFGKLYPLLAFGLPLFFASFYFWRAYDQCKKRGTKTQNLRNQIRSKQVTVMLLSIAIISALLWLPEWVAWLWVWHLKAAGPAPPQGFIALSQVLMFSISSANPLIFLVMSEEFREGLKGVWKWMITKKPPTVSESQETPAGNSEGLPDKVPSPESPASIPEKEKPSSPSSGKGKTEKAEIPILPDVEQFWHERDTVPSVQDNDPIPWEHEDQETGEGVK
FBW7 activator – activators of human E3 ligase FBW7. normalized activity (activation), % at 26.1 µM. AID 1259310. AlphaScreen FBW7–phospho-cyclin E peptide binding, activator screen. Q969H0. 650,000 tested, 0.13% active; in the data active = normalized activity above about 1.9%;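 note: purified mutant Fbw7 with reduced substrate affinity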
TEAD-YAP block – TEAD-YAP interaction inhibition | HEK-TIYL cells, TEAD-Gal4/YAP UAS-luciferase luminescence | inhibition, % at 9.12 µM | 640,000 tested, 1.4% active; in the data active = inhibition above about 32%;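 note: 0% = median of test compound wells and 100% = reference inhibitor wells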
Active calls of the source: *. Not a hit list, and some 3.5% of all compounds hit somewhere here.

SMILES | MITF primary | GPR151 activ | FBW7 activator | TEAD-YAP block
Cc1nc2cc(NC(=O)CSc3ccc(F)cc3)ccc2s1 | -7 | 1.2 | 0.0 | -57
Cc1ccc(NC(=O)CN2C(=O)C(C)(C)Oc3ccc(C(=O)Nc4ccccc4)cc32)cc1 | 11 | 1.2 | 0.1 | 4
CCn1c(/C=N/NC(=O)c2ccccc2)nc2ccccc21 | 1 | 1.9 | 0.2 | -10
Cc1ccc(Nc2nnc(C(C)(C)C)c(=O)[nH]2)cc1 | 18 | -2.1 | 0.6 | -13
O=S(=O)(c1ccc(Cl)cc1)N1CCCC(c2nc(-c3ccc(F)cc3)no2)C1 (configuration not stated) | 7 | 1.0 | 0.1 | 9
Cc1cnc(C)c(N2CCN(Cc3nc(-c4ccc5c(c4)OCO5)no3)CC2)n1 | 13 | -0.1 | 0.1 | 9
O=C(Nc1ccc2sccc2c1)C1CCCCN1S(=O)(=O)c1cccs1 (configuration not stated) | 10 | -3.3 | 0.0 | -13
O=C1NC(=O)/C(=C\c2cccn2-c2ccccc2)N1 | 9 | 2.0 | -0.1 | 20
Cc1ccc(N(C)S(=O)(=O)c2ccc3c(c2)OCCN3C)cc1 | 2 | -0.4 | 1.1 | 1
CCOC(=O)NC(O)C(Br)(Br)Br (configuration not stated) | -3 | 1.4 | -0.1 | -3
O=C(Nc1nnc(-c2ccccc2)o1)C(c1ccccc1)c1ccccc1 | -4 | 4.8 | -0.1 | 7
N#Cc1ccc(C(=O)Nc2nc(-c3nc4ccccc4s3)cs2)cc1 | -10 | 1.3 | 0.1 | -23

No new results follow: an excerpt of the list.
SMILES | MITF primary | GPR151 activ | FBW7 activator | TEAD-YAP block
Cc1nc2cc(NC(=O)CSc3ccc(F)cc3)ccc2s1 | -7 | 1.2 | 0.0 | -57
Cc1ccc(NC(=O)CN2C(=O)C(C)(C)Oc3ccc(C(=O)Nc4ccccc4)cc32)cc1 | 11 | 1.2 | 0.1 | 4
CCn1c(/C=N/NC(=O)c2ccccc2)nc2ccccc21 | 1 | 1.9 | 0.2 | -10

(cont.)
SMILES | MITF primary | GPR151 activ | FBW7 activator | TEAD-YAP block
COc1cc(/C=C2\SC(NC(C)=O)=NC2=O)c(Br)c(Br)c1OC(C)=O | 18 | 0.1 | 0.8 | 8
CCSCCOC(=O)C1=C(C)NC2=C(C(=O)CCC2)C1c1ccc(Br)cc1 (configuration not stated) | 5 | -1.7 | 2.0* | 7
c1ccc2c(c1)COC1(CCN(CCc3ccc4c(c3)OCO4)CC1)O2 | 19 | -1.1 | 0.3 | -4
CCOc1cc(/C=C\[N+](=O)[O-])ccc1OCC(N)=O | -9 | 0.5 | 0.3 | -10
O=C(Nc1ccccc1F)c1ccc(S(=O)(=O)N2CCc3ccccc3C2)cc1 | 9 | 1.9 | -0.1 | 40*
O=c1cc(N2CCc3ccccc3C2)[nH]c(=O)n1Cc1ccc(F)cc1 | 10 | 0.9 | 0.3 | 0
CCCCc1ccc(-n2nc3ccc(NC(=O)c4cc5ccccc5o4)cc3n2)cc1 | -1 | -0.5 | 0.0 | 3
CCOc1ccc(C2Nn3c(C)nnc3SC2C(=O)Nc2cccc(C)c2C)cc1 (configuration not stated) | 14 | 2.4 | 0.0 | 15
N#Cc1c(-c2ccccc2)cc(-c2ccc(Br)cc2)nc1SCC(=O)Nc1ccccc1I | -5 | -2.1 | -0.2 | -9
CS(=O)(=O)N1N=C(c2cccc(NS(=O)(=O)c3ccccc3)c2)CC1c1ccco1 (configuration not stated) | -2 | 0.1 | -0.1 | -1
COc1cc2c(C(=O)N(C)c3ccccc3C)cn(C)c(=O)c2cc1OC | -9 | 0.6 | 0.1 | -7
COc1ccc(CC2(CO)CCN(C/C=C/c3ccco3)CC2)cc1 | 8 | -1.0 | 0.1 | 2

Arranged by count of non-hydrogen atoms (smallest number first): some entries from above
SMILES | MITF primary | GPR151 activ | FBW7 activator | TEAD-YAP block
c1ccc2c(c1)COC1(CCN(CCc3ccc4c(c3)OCO4)CC1)O2 | 19 | -1.1 | 0.3 | -4
O=C(Nc1ccccc1F)c1ccc(S(=O)(=O)N2CCc3ccccc3C2)cc1 | 9 | 1.9 | -0.1 | 40*
CCCCc1ccc(-n2nc3ccc(NC(=O)c4cc5ccccc5o4)cc3n2)cc1 | -1 | -0.5 | 0.0 | 3

Record cards (already shown).
COc1ccc(CC2(CO)CCN(C/C=C/c3ccco3)CC2)cc1 reads MITF primary: 8; GPR151 activ: -1.0; FBW7 activator: 0.1; TEAD-YAP block: 2
CCSCCOC(=O)C1=C(C)NC2=C(C(=O)CCC2)C1c1ccc(Br)cc1 (configuration not stated) reads MITF primary: 5; GPR151 activ: -1.7; FBW7 activator: 2.0*; TEAD-YAP block: 7

Back to the main list; the 6 compounds before the break are reprinted first.
SMILES | MITF primary | GPR151 activ | FBW7 activator | TEAD-YAP block
CCCCc1ccc(-n2nc3ccc(NC(=O)c4cc5ccccc5o4)cc3n2)cc1 | -1 | -0.5 | 0.0 | 3
CCOc1ccc(C2Nn3c(C)nnc3SC2C(=O)Nc2cccc(C)c2C)cc1 (configuration not stated) | 14 | 2.4 | 0.0 | 15
N#Cc1c(-c2ccccc2)cc(-c2ccc(Br)cc2)nc1SCC(=O)Nc1ccccc1I | -5 | -2.1 | -0.2 | -9
CS(=O)(=O)N1N=C(c2cccc(NS(=O)(=O)c3ccccc3)c2)CC1c1ccco1 (configuration not stated) | -2 | 0.1 | -0.1 | -1
COc1cc2c(C(=O)N(C)c3ccccc3C)cn(C)c(=O)c2cc1OC | -9 | 0.6 | 0.1 | -7
COc1ccc(CC2(CO)CCN(C/C=C/c3ccco3)CC2)cc1 | 8 | -1.0 | 0.1 | 2
Cc1nc(Cl)cc(N/N=C/c2ccc(O)cc2O)n1 | 15 | -6.7 | -1.6 | -4
Cc1ccc(-c2cn(CC(=O)Nc3cccc(F)c3)nc2N2CCOCC2)cc1 | 16 | 0.1 | 0.3 | 0
N#C/C(=C(/O)CSc1nnc(N)s1)c1nc2ccccc2s1 | 9 | -0.3 | 0.0 | 10
O=C(O)CCN1C(=O)/C(=C\c2cccc(O)c2)SC1=S | 18 | -0.9 | -0.2 | 8
CCC(CO)Nc1ccc2ncc(-c3cccc(NS(C)(=O)=O)c3)n2n1 (configuration not stated) | -9 | 1.3 | 0.1 | 37*
COc1ccccc1-n1c(SCc2cccnc2)nc2c(sc(=S)n2-c2ccc(C)cc2C)c1=O | -2 | -0.9 | 0.0 | 4
O=C(CCc1nnc(-c2ccc3c(c2)OCO3)o1)N1CCN(C2CCCC2)CC1 | -12 | 0.2 | 0.6 | -1
CCOc1ccccc1NC(=O)CSc1nc2cc3c(cc2cc1C#N)OCCO3 | 6 | -0.9 | 0.0 | 53*
CCCCC(CC)CNC(=O)C(=O)Nc1ccccc1OCC (configuration not stated) | 5 | -1.8 | 1.0 | 0
COc1cc(C2CC(=O)c3c(ccc4ccccc34)N2)ccc1O (configuration not stated) | -7 | 0.3 | -0.1 | 8
CCCc1oc2ccc(NS(=O)(=O)c3ccc(C(C)(C)C)cc3)cc2c1C(=O)OCC | -9 | 1.5 | 0.1 | -2
Cc1cc(Br)cc(C)c1NC(=O)CSCC(=O)Nc1ccccc1 | 0 | 2.0 | 0.0 | -1
Nc1cc(OC(=O)c2ccccc2F)nn1S(=O)(=O)c1ccc(Cl)cc1 | -3 | -0.6 | 0.2 | -4

Screens (PubChem BioAssay)
